HSP90 refold inh = HSP90 refolding inhibition in rabbit reticulocyte lysate; luciferase refolding luminescence, 3 h; AID 1789; 0.91% of 290,000 active; inhibition, % at 5.6 µM;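 active = inhibition above the screen-wide mean plus 3 SD, computed separately per campaign, cut at about 16% in these data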;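 also: 0% = DMSO wells and 100% = 60 µM geldanamycin wells; inhibitors lower the luminescence because luciferase stays unfolded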
Dyrk1A ADPGlo = Dyrk1A (rat) kinase inhibition; Q63470; ADP-Glo luminescence, NFATc1 peptide; inhibition, % at 12.5 µM; 0.43% of 310,000 active; in the data active = inhibition above about 50%;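 also: plate controls were vehicle with enzyme for no effect and no enzyme for full effect; many of its hits are not listed in these tables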
HSF1 activator = increases HSF-1 driven luciferase reporter signal. NIH3T3-HGL HSF-1 luciferase reporter, MG132, 8 h; 100% = twice DMSO control signal. activation, % at 9 µM. 1.7% of 300,000 active. AID 504408;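 active = mean replicate activation of at least 50% with a set share of replicates each reaching 50%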;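 also: 0% = median of the neutral control wells and 100% = twice that signal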
PolyA inhibitor = inhibitors of polyadenylation in S. cerevisiae; S. cerevisiae SKY197-pL101 polyadenylation reporter, beta-gal luminescence; efflux-impaired pdr1/pdr3 knockout yeast; score 100 = 6 SD above DMSO; calls only at 12 µM; 0.02% of 300,000 active;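 active = lowest replicate activity score at least 50, where 100 means six control SD above control mean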;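 also: yeast exposed to compound for 9 h at 30 °C; higher score means more reporter readthrough which indicates perturbed polyadenylation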
GSK3A inh = human GSK-3 alpha kinase inhibition. P49840. 0.1% of 320,000 active. inhibition, % at 10 µM. ADP-Glo luminescence, 60 min;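 in the data active = inhibition above about 50%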;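 also: GST-tagged GSK-3 alpha with peptide substrate and 25 µM ATP; 0% = DMSO neutral wells and 100% = GW8510 positive control wells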
Target sequence (P49840 whole entry, looked up): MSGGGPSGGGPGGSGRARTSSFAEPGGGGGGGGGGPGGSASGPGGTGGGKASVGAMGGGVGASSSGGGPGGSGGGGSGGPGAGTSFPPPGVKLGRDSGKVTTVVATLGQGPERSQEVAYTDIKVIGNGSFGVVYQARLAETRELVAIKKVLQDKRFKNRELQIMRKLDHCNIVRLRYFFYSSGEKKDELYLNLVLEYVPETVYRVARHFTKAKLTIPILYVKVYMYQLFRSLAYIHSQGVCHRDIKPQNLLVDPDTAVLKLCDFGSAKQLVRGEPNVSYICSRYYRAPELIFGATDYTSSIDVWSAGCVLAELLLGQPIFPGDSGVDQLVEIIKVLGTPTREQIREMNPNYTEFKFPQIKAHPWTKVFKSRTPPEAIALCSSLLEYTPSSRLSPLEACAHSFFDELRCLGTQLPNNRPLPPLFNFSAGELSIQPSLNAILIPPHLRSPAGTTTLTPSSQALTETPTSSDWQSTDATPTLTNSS
HSF1 inh = HSF1 inhibition; NIH3T3-HGL HSE-luciferase, MG132-induced, luminescence 8 h; hits give low values; activity change, negative = inhibition, % at 7.5 µM (by protocol); 0.77% of 300,000 active;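 active = more than half of replicate wells show activity change below -50%, luminescence cut by over half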;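 also: luciferase reports HSF-1 transcriptional activity via heat shock element; 0% = median of DMSO wells and -100% = zero luminescence signal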
GSK3B inh = blocks human GSK3beta kinase activity; AID 2097; 0.038% of 300,000 active; activity score (negative = inhibition), % at 10 µM; GST-GSK3beta kinase, ADP-Glo luminescence, 60 min; hits give low values;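 active = more than half of replicate wells score below -50%, meaning over 50% inhibition versus plate controls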;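 also: 0% = median DMSO wells and -100% = median GW8510 positive control wells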
Target sequence (P49841 whole entry, looked up): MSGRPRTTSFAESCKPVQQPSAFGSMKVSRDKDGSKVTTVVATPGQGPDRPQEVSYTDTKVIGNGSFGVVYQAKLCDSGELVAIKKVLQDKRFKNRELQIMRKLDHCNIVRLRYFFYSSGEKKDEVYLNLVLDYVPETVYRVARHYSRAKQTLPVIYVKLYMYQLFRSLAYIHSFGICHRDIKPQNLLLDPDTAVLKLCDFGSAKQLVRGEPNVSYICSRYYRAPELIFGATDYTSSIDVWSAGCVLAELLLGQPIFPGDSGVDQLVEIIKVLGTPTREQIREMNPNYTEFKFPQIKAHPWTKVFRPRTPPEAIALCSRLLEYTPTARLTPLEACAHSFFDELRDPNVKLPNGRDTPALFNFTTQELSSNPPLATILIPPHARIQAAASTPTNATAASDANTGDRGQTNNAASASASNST
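Test system: GST-fused GSK3beta enzyme, cell-free | Quantity: 1.6 ng GST-GSK3beta enzyme per well | Reagent: 25 µM ATP with peptide substrate | Schedule: 60 min enzyme reaction, room temperature | Signal: Luminescent ADP-Glo measurement of ADP formed | Read-out basis: Score relative to plate controls | Control set: DMSO and 20 µM GW8510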
HDAC3 inh = human HDAC3 inhibition. O15379. recombinant HDAC3, fluorogenic peptide/trypsin coupled, fluorescence. inhibition, % at 8.3 µM. 0.15% of 320,000 active. AID 2718; in the data active = inhibition above about 26%, passing the limit was not always enough
AI-2 QS mod = modulators of Vibrio harveyi AI-2 quorum sensing system; Vibrio harveyi JMH597 AI-2 luminescence/OD600 ratio, 9 h; hits give low values; strain lacks LuxN and CqsS sensors; 0 = neutral-control median; activity change, % at 7.5 µM; 0.4% of 300,000 active; in the data active = activity change below about -75%, passing the limit was not always enough;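 also: luminescence divided by OD600 gain over 9 h not by final OD600 alone; inactives centre near 13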
Platelet DG rel = platelet dense granule release activity. AID 1663. 0.22% of 300,000 active. inhibition, %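 (compounds screened at 7.5 µM in platelet-rich plasma)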. human platelet-rich plasma, SFLLRN dense granule ATP release, luminescence;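 active = mean replicate score, as percent of positive control, at or above 50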
* hit, by the source's call; i = inactive; · = no result given. This is a subset; rates above refer to the full screens.

SMILES	HSP90 refold inh	Dyrk1A ADPGlo	HSF1 activator	PolyA inhibitor	GSK3A inh	HSF1 inh	GSK3B inh	HDAC3 inh	AI-2 QS mod	Platelet DG rel
COc1ccc(C(c2nnnn2C(C)C)N2CCN(C(=O)c3ccco3)CC2)cc1 (centres undefined)	-6	-3	-21	i	-2	0	3	-3	16	-7
Cc1ccc(N=C(c2cccs2)N2CCOCC2)cc1	0	1	20	i	-3	0	-4	2	-2	1
Cc1nc2cc3ccccc3cc2c(=O)[nH]1	1	32	14	i	1	9	2	-15	26	3
COCCn1c(SCC(=O)NCc2ccccc2)nnc1-c1ccco1	-1	1	-6	i	-2	4	1	-7	16	7
O=c1[nH]c2ccsc2c(=O)n1-c1ccc(F)c(Cl)c1	-3	-1	1	i	-4	-3	1	6	15	-2
CC(C)NC(=O)c1cccc(C(F)(F)F)c1	0	-3	-2	i	-5	-1	1	-5	22	-10
Cc1cc(OC(C)C(=O)Nc2ccc(S(=O)(=O)Nc3onc(C)c3C)cc2)cc(C)c1Cl (centres undefined)	3	-5	-2	i	-7	8	1	-5	18	4
CC(=O)OC(C(=O)NC1CCCCC1)c1ccccc1Cl (centres undefined)	0	-2	16	i	0	0	10	-2	13	1
CN1CCN(Cc2ccc(-c3ccc(Cl)cc3)o2)CC1	-17	-4	26	·	4	0	2	-3	12	-3
Cc1cc(C)c(NC(=O)C2CSCCS2)c(C)c1 (centres undefined)	0	-3	27	i	0	8	1	-3	10	-7
CN1CCN(c2ccc(CNC(=O)c3ccco3)cc2)CC1	0	5	·	i	-2	·	-1	-2	29	·
Cc1nc(Nc2cccc(O)c2)c2oc3ccccc3c2n1	-2	38	-2	i	2	-5	-19	6	17	5
Cc1ccc(N/N=C(\C#N)C(N)=S)cc1C	3	5	10	i	2	-2	3	6	6	3
COc1ccc(Cl)cc1NC(=O)c1cc(S(=O)(=O)N2CCCC2)cn1C	0	8	1	i	-1	-3	0	·	31	63*
COc1ccc(C(=O)NCC(=O)N/N=C/C(C)=C/c2ccccc2)cc1OC	2	0	5	i	3	-4	0	8	18	7
O=C(NC(Cc1ccccc1)C(=O)O)/C(=C/c1ccc(Cl)cc1)NC(=O)c1ccco1 (centres undefined)	5	-1	-1	i	-2	-8	·	2	·	0
O=C(NNc1c(Cl)cccc1Cl)c1cccs1	5	2	11	i	-3	-7	-2	-2	-3	6
NS(=O)(=O)c1ccc(CNC(=O)c2ccccn2)cc1	3	4	0	i	-3	-6	1	-4	15	6
Cc1cccc(NC(=O)COC(=O)c2cccs2)c1C	-4	1	3	i	0	-2	-1	-1	35	-25
O=C(C1CCCN(c2nnc(-n3cccc3)s2)C1)N1CCN(c2ccccc2)CC1 (centres undefined)	-1	4	2	i	-1	1	1	3	1	-10
CN(C(=O)C1CCC(=O)N(Cc2cccc(F)c2)C1)C1CCCCC1 (centres undefined)	-2	0	48	i	2	16	3	1	-11	-2
COc1ccc(Cn2cnc([N+](=O)[O-])c2)cc1[N+](=O)[O-]	0	-2	12	i	0	-1	-4	-1	3	-2
N=c1n(CC(=O)c2cccc([N+](=O)[O-])c2)c2ccccc2n1Cc1ccccc1	2	-3	44	i	-4	14	4	-2	14	0
N#CCCN1CCN(S(=O)(=O)c2cc(Cl)ccc2Cl)CC1	2	·	-1	i	-2	-2	-1	1	12	-3
CC1=CN2C(=N)/C(=C/c3ccco3)C(=O)N=C2S1	-4	-4	47	i	3	16	0	-2	23	2
Cc1noc(C)c1C(=O)N1CCN(c2ncccn2)CC1	2	-3	5	i	0	-8	1	-5	19	-2
CCOc1ccccc1NC(=S)N(CCCN1CCOCC1)Cc1cn(C)c2ccccc12	-1	-3	10	i	-3	-3	-1	-1	16	-8
COc1ccc(C(C)=O)cc1CSc1ncccn1	-1	-4	4	i	1	-2	1	-4	-2	-1
COc1ccc(S(=O)(=O)NCc2ccc3c(c2)OCO3)cc1OC	-1	-1	-7	i	-1	-1	1	2	32	6
COc1ccc([N+](=O)[O-])cc1NC(C)C	-5	-7	-13	i	-1	5	3	-2	29	-13
COc1ccnc(CS(=O)c2nc3cc(OC(F)F)ccc3[nH]2)c1OC (centres undefined)	·	·	1	i	-1	14	-3	10	-23	-5
Cc1c(OCC(=O)NC(Cc2ccc(Cl)cc2)C(=O)O)ccc2c3c(c(=O)oc12)CCC3 (centres undefined)	-4	7	-5	i	-3	-2	-1	-6	7	-2
CCS(=O)(=O)N1Cc2ccccc2CC1C(=O)Nc1cccc(OC)c1 (centres undefined)	0	4	32	·	1	9	3	1	8	-4
C#CCNC(=O)C1=C[C@H](c2coc3ccccc3c2=O)C[C@H](OCc2ccc(CO)cc2)O1	0	-2	-8	i	-6	-3	3	-5	8	-1
COCCN(C(=O)Cn1nnc2ccccc21)C(C(=O)NC1CCCC1)c1ccc(OC)cc1OC (centres undefined)	4	5	-10	i	-2	2	3	2	15	6
C=CCn1c(N)cc(=O)nc1SCC(=O)Nc1cccc2ccccc12	-4	-5	4	i	-2	-1	-1	-2	15	-6

Already shown: an excerpt of the list.
SMILES	HSP90 refold inh	Dyrk1A ADPGlo	HSF1 activator	PolyA inhibitor	GSK3A inh	HSF1 inh	GSK3B inh	HDAC3 inh	AI-2 QS mod	Platelet DG rel
CC1=CN2C(=N)/C(=C/c3ccco3)C(=O)N=C2S1	-4	-4	47	i	3	16	0	-2	23	2
Cc1noc(C)c1C(=O)N1CCN(c2ncccn2)CC1	2	-3	5	i	0	-8	1	-5	19	-2
CCOc1ccccc1NC(=S)N(CCCN1CCOCC1)Cc1cn(C)c2ccccc12	-1	-3	10	i	-3	-3	-1	-1	16	-8
COc1ccc(C(C)=O)cc1CSc1ncccn1	-1	-4	4	i	1	-2	1	-4	-2	-1
COc1ccc(S(=O)(=O)NCc2ccc3c(c2)OCO3)cc1OC	-1	-1	-7	i	-1	-1	1	2	32	6

(more compounds)
SMILES	HSP90 refold inh	Dyrk1A ADPGlo	HSF1 activator	PolyA inhibitor	GSK3A inh	HSF1 inh	GSK3B inh	HDAC3 inh	AI-2 QS mod	Platelet DG rel
CC(=O)NCCC(=O)Nc1cccc(S(=O)(=O)N(C)c2ccccc2)c1	4	-1	3	i	-3	-2	-1	-8	21	3
COc1ccccc1C(=O)NC1CC2CCC(C1)N2Cc1ccccc1 (centres undefined)	-1	14	-4	i	0	2	-24	-1	6	-1
CCCC(=O)Oc1ccc(C2NC(=O)c3ccccc3O2)cc1 (centres undefined)	-5	1	8	i	-2	-13	-3	6	13	-7
CN(C)S(=O)(=O)N(CC(=O)N1CCC(Cc2ccccc2)CC1)c1ccccc1	0	1	-10	i	0	-8	-2	1	6	-11
CC(=O)c1ccc(N2CCN(C(=O)c3ccco3)CC2)c(F)c1	-1	2	10	i	-2	0	-2	8	7	-5
COc1ccc(C2CC(c3cccc(OC)c3)n3nc(N)nc3N2)cc1 (centres undefined)	1	-1	-6	i	·	-1	2	-8	19	0
CCOc1ccc(C(=O)NCC(=O)NNC(=O)C2COc3ccccc3O2)cc1OCC (centres undefined)	·	-8	0	i	-1	-2	4	-7	9	8
CC(=O)C1=C(c2ccccc2)N(C(C)=O)n2c(C)nnc2S1	8	10	-10	i	·	-13	0	-6	5	5
CS(=O)(=O)c1ccc(Cl)c(NC(=O)C2CCCN(C(=O)c3ccc(Cl)cc3)C2)c1 (centres undefined)	·	13	-3	i	2	-2	2	-2	6	-2
CCC(=O)NNc1nc2c(F)cccc2s1	0	4	-2	i	-1	-4	2	-1	20	-7
Nc1c(/C=C2/C=CC(=O)C(O)=C2)c(=O)nc2sc(CC(=O)N3CCCC3)nn12	1	8	-12	i	1	-3	3	8	23	16
CCOC(=O)C/C(C)=N\Nc1nc(-c2ccccc2)cs1	4	8	-23	i	-1	-12	4	4	16	-59
CCn1c(CNC(=O)c2ccccc2F)cc2ccccc21	2	4	32	i	-2	15	-1	3	0	-7
O=C(CSc1cn(CCNC(=O)c2cccs2)c2ccccc12)NC1CCCCC1	4	10	3	i	1	2	0	1	33	2
CC12CC3CC(C)(C1)CC(CN1CCOCC1)(C3)C2	-2	-8	-13	i	-1	-9	3	-1	7	-11
CC(C)c1ccc(C2NC(=S)NC3=C2C(=O)CC(C)(C)C3)cc1 (centres undefined)	2	1	33	i	1	4	-1	-3	9	-11
CC(=NCCc1c(C)[nH]c2ccc(C)cc12)C1=C(O)CC(c2ccccc2)CC1=O (centres undefined)	10	-7	-10	i	-2	-9	2	10	20	-17
Cc1cc(NC(=O)CSC2=NCCS2)no1	-2	1	1	i	2	3	3	·	15	0
NS(=O)(=O)c1ccc(CCNC(=O)c2cncc(Br)c2)cc1	3	4	-11	i	-2	-4	1	-2	20	-2
Cc1ccc(CNC(=O)c2ccccc2N(C)S(C)(=O)=O)cc1	-2	5	2	i	0	1	3	2	8	-4
c1ccc(-c2onc3cc4c(cc23)OCCO4)cc1	1	14	40	i	1	40	-8	-5	7	31
CC(=O)Oc1ccccc1N1C(=O)c2ccc(C(=O)O)cc2C1=O	5	-2	19	i	-3	3	3	-4	9	-2
CCn1c(CNC(=O)c2ccco2)nnc1SCC(=O)Nc1cc(F)ccc1C	3	6	-4	i	0	7	4	-8	9	-3
CCOC(=O)C(C)Sc1ncc(OC)c(Sc2ccc(Cl)cc2)n1 (centres undefined)	1	11	4	i	-1	1	1	9	8	1
CN(C)S(=O)(=O)c1ccc(NC(=O)CN2CCOCC2)cc1	2	7	19	i	-3	0	1	-2	-57	9
O=C(c1ccc(N2CCCCCC2)c([N+](=O)[O-])c1)N1CCc2ccccc21	4	·	7	i	·	5	4	·	18	4
Cc1ccc(S(=O)(=O)N(C)/N=C/c2ccc(N(C)C)cc2)cc1	-6	-5	2	i	2	8	-3	-4	10	-7
CC(NS(=O)(=O)c1cccc(Cl)c1)C(=O)Nc1ccc(-c2nc3ccccc3s2)cc1 (centres undefined)	-4	-7	29	i	-2	9	-4	-2	34	2
Cc1cc([N+](=O)[O-])nn1CC(=O)NNC(=S)Nc1ccc([N+](=O)[O-])cc1	3	-6	-5	i	-1	-3	1	6	1	8
CCC(C)NC(=O)CSc1nnc(-c2cc(OC)c(OC)c(OC)c2)c(-c2cc(OC)c(OC)c(OC)c2)n1 (centres undefined)	6	1	49	i	-4	18	1	-5	2	7
O=C(Nc1nc(-c2ccc(F)c(F)c2)cs1)c1cnccn1	1	-4	·	i	-2	·	-1	-4	-8	-4
CCn1c(C)c(C)c2cc(C(=O)NCCN3CCOCC3)ccc21	8	-7	-14	i	2	-8	0	-9	1	6
Cc1cc(C=O)c(C)n1-c1ccc(N2CCCC2)c([N+](=O)[O-])c1	-4	13	-13	i	2	-9	0	6	28	-4
Cc1sc2ncn(CC(=O)N3CCN(c4ccccc4F)CC3)c(=O)c2c1S(=O)(=O)N1CCOCC1	-4	-5	-8	i	0	1	-1	5	27	-3
C=CCn1c(SCc2ccccc2)nc(O)cc1=O	-3	-1	0	i	-3	-6	3	6	35	-6
COCCCNC(=O)CS(=O)Cc1nc(-c2cccc(OC)c2)oc1C (centres undefined)	2	1	-4	i	-3	1	2	0	7	-1
Cc1snc(S(=O)(=O)/C(C#N)=N\Nc2ccccc2)c1C#N	-2	7	-8	i	-2	-14	2	1	9	-1

Screening results deposited in PubChem BioAssay by several laboratories.
